FXIIa inh – human FXIIa protease inhibitors, primary screen, biochemical, 1536-well; purified FXIIa, Boc-QGR-AMC fluorogenic substrate, 2 h; inhibition, % at 5 µM; Coagulation factor XII (Homo sapiens), P00748; hit rate 0.3% among 220,000; in the data active = inhibition above about 40%;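 note: 0% = enzyme with no compound and 100% = blank without enzyme; many of its hits are not listed in these tables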
Cl transport mod – KCC2 cotransporter modulators, thallium flux, primary screen, cell-based, HEK293 KCC2, FluoZin-2 fluorescence, MLSMR; hit rate 2.2% among 190,000; Solute carrier family 12 member 5 (Homo sapiens), Q9H2X9; B-score of Tl+ flux slope (higher = more flux/activation; lower = inhibition) at 10 µM; AID 1456, 2008; KCC2 cells, thallium flux FluoZin-2 fluorescence;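 active = thallium flux slope and its plate-corrected score both differing from the plate sample mean at a set confidence after two filtering rounds, in either direction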;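 note: slope of fluorescence scaled to starting intensity during 10 to 20 s after thallium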
hK5 inh – human KLK5 protease inhibitors, primary screen, biochemical, 1536-well; recombinant hK5, fluorogenic AMC substrate cleavage; inhibition, % at 5 µM; hit rate 0.59% among 210,000; AID 873, 2007; Kallikrein-5 (Homo sapiens), Q9Y337;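 active = inhibition of 40% or more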;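 note: 0% = enzyme controls without compound and 100% = no-enzyme blanks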
Target sequence (Q9Y337 67-293 limits assumed): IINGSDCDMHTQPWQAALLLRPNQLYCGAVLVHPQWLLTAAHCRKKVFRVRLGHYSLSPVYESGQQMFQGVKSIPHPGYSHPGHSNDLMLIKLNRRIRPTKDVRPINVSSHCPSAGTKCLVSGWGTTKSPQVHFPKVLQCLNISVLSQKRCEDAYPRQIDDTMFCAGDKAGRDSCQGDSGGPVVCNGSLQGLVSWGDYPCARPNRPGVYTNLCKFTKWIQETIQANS
p97 inhibitor – inhibitors of human p97 ATPase, primary screen, biochemical; inhibition, % at 8 µM; Transitional endoplasmic reticulum ATPase (Homo sapiens), P55072; hit rate 0.42% among 220,000; recombinant p97 ATPase, Kinase-Glo ATP luminescence, 3 h; AID 1481, 2009; in the data active = inhibition above about 15%;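 note: 0% = DMSO vehicle and 100% = wells lacking enzyme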
FXIa inh – human FXIa protease inhibitors, primary screen, biochemical, 1536-well. AID 798, 2007. Coagulation factor XI (Homo sapiens), P03951. purified FXIa, Boc-Glu-Ala-Arg-AMC fluorogenic substrate. hit rate 0.14% among 220,000. inhibition, % at 5 µM;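 active = inhibition of at least 40%; inactive = inhibition below 40%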;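 note: fluorescence of freed AMC excited at 355 nm; 0% = enzyme without compound and 100% = no enzyme blank; many of its hits are not listed in these tables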
Target sequence (P03951 19-387 limits assumed): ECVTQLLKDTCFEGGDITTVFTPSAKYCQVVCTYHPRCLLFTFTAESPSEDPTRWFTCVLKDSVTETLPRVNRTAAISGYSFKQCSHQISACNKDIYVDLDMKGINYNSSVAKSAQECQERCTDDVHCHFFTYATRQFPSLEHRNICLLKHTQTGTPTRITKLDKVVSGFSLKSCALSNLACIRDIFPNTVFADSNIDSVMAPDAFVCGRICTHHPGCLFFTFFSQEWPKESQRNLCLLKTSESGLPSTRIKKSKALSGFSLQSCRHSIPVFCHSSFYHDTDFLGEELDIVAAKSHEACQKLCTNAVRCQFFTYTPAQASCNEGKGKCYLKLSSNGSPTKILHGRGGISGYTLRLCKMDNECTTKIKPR
Target sequence (P03951 388-625 limits assumed): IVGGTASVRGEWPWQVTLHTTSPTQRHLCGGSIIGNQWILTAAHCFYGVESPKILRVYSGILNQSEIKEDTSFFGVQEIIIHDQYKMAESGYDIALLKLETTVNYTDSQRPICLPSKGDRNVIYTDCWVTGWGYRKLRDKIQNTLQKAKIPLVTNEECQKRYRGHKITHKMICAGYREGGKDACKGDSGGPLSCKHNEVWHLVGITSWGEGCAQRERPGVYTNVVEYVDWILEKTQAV
PERK inh – block of dimerizer-induced PERK translation repression, primary screen, PERK inhibitor project, CHO PERK-DD cells, SEAP luminescence, HTS; AID 1416, 2008; inhibition, % at 5.6 µM; CHO PERK-DD fusion, SEAP luminescence translation reporter; hit rate 0.17% among 220,000;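 active = inhibition above the mean inhibition of all tested compounds plus 3 SD, set separately per screening campaign, cut at about 2.9% in these data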;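 note: PERK kinase domain activated by AP20187 dimerizer at 100 nM; 0% = DMSO with dimerizer and 100% = rapamycin at 8.4 µM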
Wee1 stabilizer – Wee1 degradation inhibitors, primary screen, cell-based, HeLa, Wee1K328M-luciferase, luminescence. AID 1321, 2008. HeLa Luc-Wee1K328M stability; 100% = proteasome inhibitor MG132 effect. hit rate 1.2% among 220,000. Wee1-like protein kinase (Homo sapiens), P30291. reporter increase, % at 5 µM;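 active = activation above the mean of all tested compounds plus 3 SD, set per screening run, cut at about 8.8% in these data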;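 note: cells exposed to compound for 20 h before luminescence read; 0% = DMSO alone and 100% = MG132 at 30 µM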
Furin inhibitor – human furin inhibitors, primary screen, biochemical, fluorescence intensity | inhibition, % at 30 µM | purified furin, fluorogenic substrate cleavage | hit rate 0.061% among 220,000 | P09958 | AID 463115, 2010; in the data active = inhibition above about 25%; note: inactives centre near -15
Thrombin inh – human alpha-thrombin inhibitors, primary screen, counter-screen for coagulation protease inhibitor project, biochemical, 1536-well, fluorogenic AMC substrate | Boc-VPR-AMC fluorogenic substrate cleavage | inhibition, % at 5 µM | hit rate 0.26% among 220,000 | AID 1046, 2008;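 active = inhibition at or above 40%; inactive = inhibition below 40%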;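 note: 0% = enzyme with no compound and 100% = wells without enzyme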
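System – human alpha-thrombin protein · Reagent – Boc-VPR-AMC substrate, 15 µM final · Compound – 5 µM single dose in 0.2% DMSO · Schedule – reaction at room temperature · Technique – AMC fluorescence at 355 nm excitation and 460 nm emission · Read-out basis – % inhibition relative to enzyme controls and enzyme-free blanks · Control set – no-compound enzyme wells and no-enzyme blanks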
The depositor's hits bear a star; . = no result given; [ ] = dose if it differs, or a comment.

SMILES	FXIIa inh	Cl transport mod	hK5 inh	p97 inhibitor	FXIa inh	PERK inh	Wee1 stabilizer	Furin inhibitor	Thrombin inh
COCCN1C(=O)c2oc3cc(C)c(C)cc3c(=O)c2C1c1ccc(O)cc1 (centres undefined)	.	-0.78	.	4	.	0.5	9.1*	-23[20 µM]	.
Cc1ccc2c(c1)N(S(=O)(=O)c1ccc(F)cc1)C(C(C)(C)C)CO2 (centres undefined)	22	-0.28	7	-1	11	0.2	-1	-18[20 µM]	4
O=C1OC(Nc2nccs2)c2ccccc21 (centres undefined)	.	.	.	-8	.	-0.4	-2	-20	.
COC/C=C/C1=CC2=CC(=O)C(C)(OC(=O)c3ccco3)C(=O)C2=CO1 (centres undefined)	7	-0.48	0	.	-1	.	.	-13	-3
CCOC(=O)N1CCC(N(CCN(C)C)C(=S)Nc2cc(Cl)ccc2C)CC1	4	0.52	-4	6	-10	0.3	-2	-24	-31
O=C(NCc1ccccc1)C1(c2cccc(F)c2)CCCC1	.	-1	-1	-4	-5	-0.1	2	-15	-12
Cc1ccc(-n2cc(CNCCN3CCOC3=O)c(-c3ccc(F)cc3)n2)cc1	6	-0.49	.	-4	1	-0.4	1	-21	-1
Cc1nc2ccccc2c(=O)n1NC(=O)c1cc(Br)ccc1Cl	22	0.5	43*	1	47*	-0.8	0	-2	51*
O=C(/C=C/c1ccc2c(c1)OCO2)N1CCN(c2ccccc2F)CC1	12	-1.6	-5	3	6	0.2	3	-6	-4
Cc1cccc2cc(-c3ccccc3)c(-c3ccccc3)c[n+]12	11	0.58	-7	-1	8	0.6	-4	-2	-3
Cn1/c(=N/NC(=O)c2cccc(OC(F)F)c2)sc2ccccc21	14	-0.12	-18	1	7	-0.1	3	-8	-6
S=C(Nc1ccccc1)N1CCOCCOCCN(C(=S)Nc2ccccc2)CCOCCOCC1	0	-0.031	-4	-3	-5	-1.4	1	-8	-9
CCN1C(=O)CC(N2CCN(c3ccc(Cl)cc3)CC2)C1=O (centres undefined)	-2	.	3	6	4	-0.4	-1	-17	6
O=C(NCc1ccc2c(c1)OCO2)c1ccc(CSCc2cccc(Cl)c2)o1	-3	0.11	-24	-5	-11	-0.4	-2	4	-9
CNC(=O)C12CCC(C)(c3nc4cc(C)c(C)cc4nc31)C2(C)C (centres undefined)	-9	0.38	-4	-2	-14	-1.8	0	-6[20 µM]	-9
CCN1CCN(Cc2ccc(NC(=O)Nc3ccccc3)cc2)CC1	12	-0.2	2	4	4	0.7	4	-20	-2
COc1ccc(N2CCCn3c2nc2c3c(=O)n(Cc3ccccc3F)c(=O)n2C)c(OC)c1	9	.	-4	3	5	-1.4	1	-20	6
Cc1ccc(C(=O)OCC(=O)NCCN2C(=O)CSC2=O)cc1	11	0.5	-10	4	6	1.7	-3	-35	1
Cc1cccc(C2c3[nH]c4ccccc4c3CCN2C(=O)c2cc(CC(C)C)[nH]c(=O)n2)n1 (centres undefined)	8	0.15	0	0	-4	0.5	-5	-27	-9
C=CCN(CC=C)C(=O)c1cc(Cl)ccc1[N+](=O)[O-]	7	0.35	-27	0	-2	0.5	0	6	-5
COC(=O)CNc1c(-c2ccccc2)nc2ccc(Br)cn12	16	-0.12	-15	-7	-6	0.6	6	-1[20 µM]	2
CCN(Cc1ccccc1)c1ccc(/C=N/NC(=S)NC(C)C)cc1	9	0.11	-3	3	2	0.7	1	-19	-4
COC(=O)C1=C(C)N(C)C(=S)N(C)C1c1ccc(OC)cc1 (centres undefined)	0	0.06	-4	2	-4	1.0	2	-20	-8
Cc1cc(NC(=O)Nc2ccc(C)c(C)c2)no1	0	0.28	.	-3	-3	0.6	-1	-15	-11
COC(=O)Nc1sc2c(c1C(N)=O)CCCCCC2	6	-0.00097	0	-3	2	-0.1	0	-14[20 µM]	0

Rewritten with values under each structure: part of the list above.
Values run as follows: FXIIa inh, Cl transport mod, hK5 inh, p97 inhibitor, FXIa inh, PERK inh, Wee1 stabilizer, Furin inhibitor, Thrombin inh
Cc1cccc2cc(-c3ccccc3)c(-c3ccccc3)c[n+]12
    11, 0.58, -7, -1, 8, 0.6, -4, -2, -3
Cn1/c(=N/NC(=O)c2cccc(OC(F)F)c2)sc2ccccc21
    14, -0.12, -18, 1, 7, -0.1, 3, -8, -6
S=C(Nc1ccccc1)N1CCOCCOCCN(C(=S)Nc2ccccc2)CCOCCOCC1
    0, -0.031, -4, -3, -5, -1.4, 1, -8, -9

Entries above that have a Cl atom, in the order listed:
SMILES	FXIIa inh	Cl transport mod	hK5 inh	p97 inhibitor	FXIa inh	PERK inh	Wee1 stabilizer	Furin inhibitor	Thrombin inh
CCOC(=O)N1CCC(N(CCN(C)C)C(=S)Nc2cc(Cl)ccc2C)CC1	4	0.52	-4	6	-10	0.3	-2	-24	-31
Cc1nc2ccccc2c(=O)n1NC(=O)c1cc(Br)ccc1Cl	22	0.5	43*	1	47*	-0.8	0	-2	51*
CCN1C(=O)CC(N2CCN(c3ccc(Cl)cc3)CC2)C1=O (centres undefined)	-2	.	3	6	4	-0.4	-1	-17	6
O=C(NCc1ccc2c(c1)OCO2)c1ccc(CSCc2cccc(Cl)c2)o1	-3	0.11	-24	-5	-11	-0.4	-2	4	-9
C=CCN(CC=C)C(=O)c1cc(Cl)ccc1[N+](=O)[O-]	7	0.35	-27	0	-2	0.5	0	6	-5

Remaining list, next part.
SMILES	FXIIa inh	Cl transport mod	hK5 inh	p97 inhibitor	FXIa inh	PERK inh	Wee1 stabilizer	Furin inhibitor	Thrombin inh
CCCCOC(=O)CSc1n[nH]c(=O)[nH]c1=O	-7	0.054	-13	3	5	1.5	0	1[20 µM]	-8
Cc1cc(C(=O)N/N=C/c2ccc3c(c2)OCO3)c(C)o1	1	0.52	-6	-14	-7	1.1	1	-12	-9
Cc1ccc(CCN2CC(C(=O)NCCN3CCOCC3)CC2=O)cc1 (centres undefined)	-1	.	-7	-4	-4	-1.3	1	-15	-5
NCC(=O)NCC(=O)OCc1ccccc1	26	0.79	28	-5	23	-0.1	2	-3	-11
CC1(C)NC(=O)N(CC(O)COc2ccc(-c3ccccc3)cc2)C1=O (centres undefined)	-1	.	1	-4	2	-0.4	-2	-6[20 µM]	-4
COc1ccc(NC(=O)Nc2ccccc2OC)cc1	9	0.55	-8	-5	-4	0.6	1	-20[20 µM]	0
COc1ccc(-c2[nH]ncc2CN2CCN(c3ccccn3)CC2)c(OC)c1	1	-0.18	-6	0	-6	0.8	1	-27	-13
Cc1ccc(-c2cc3nc4c(c(=O)n3[nH]2)CCCC4)cc1	.	-0.53	.	-1	.	0.8	-2	-25[20 µM]	.
CN1C(=O)c2cccc3c(S(=O)(=O)NCc4ccco4)ccc1c23	14	-0.48	-12	-1	0	-0.3	-1	0[20 µM]	-1
N#CC(Nc1ccccc1)c1ccccc1OCc1ccccc1 (centres undefined)	8	-1.5	2	-1	-2	0.5	-2	-10[20 µM]	-3
Cc1nc2cc(-c3cccc(F)c3)nn2c(C)c1CCC(=O)NC(C)CCc1ccco1 (centres undefined)	-3	-2.1	-44	-2	-13	0.5	1	-19	-11
COc1ccc(NC(=O)CCN2C(=O)C3C4C=CC(C4)C3C2=O)cc1 (centres undefined)	0	0.019	-2	-6	-4	-0.4	0	-10	-6
Cc1cc(C)c(S(=O)(=O)N2CCCCCC2)cc1Br	11	0.76	.	1	1	0.8	-2	-21	3
N#Cc1c(N)nc2c(c1-c1ccccc1)CCCC2	10	-1	-12	2	-1	0.7	0	-16	3
COc1cc(/C=N/NC(=O)c2ccoc2C)ccc1O	1	-0.56	4	-5	13	0.5	1	-4	22
O=C1NC2(CCCC2)C(=O)N1CCS(=O)(=O)Oc1ccccc1	1	0.76	-17	1	7	0.7	-2	-27	-1
O=C(O)[C@H](CSCc1ccccc1)NS(=O)(=O)c1ccc(F)cc1	9	-0.19	-3	5	10	0.4	3	-28	-7
C/C=C/C(=O)OCC(=O)Nc1cccc(S(=O)(=O)NC2=NCCCCC2)c1	8	0.96	-3	-3	-2	0.5	-2	-22	-8
Cc1c(C(=O)NC(C)CCc2ccccc2)cccc1[N+](=O)[O-] (centres undefined)	-4	.	-13	-2	-8	0.1	0	-5	-3
Cc1ccc(-n2nnnc2SCn2nnc3ccccc3c2=O)cc1	7	0.42	0	-2	2	-0.3	-1	-11[20 µM]	1
CCn1c(SCC(=O)NCC2CCCO2)nnc1-c1ccc(Cl)cc1 (centres undefined)	4	0.5	-10	0	-5	0.9	0	-15	-4
CN(C)C=NC(=O)c1ccc([N+](=O)[O-])c(CS(=O)(=O)c2ccc(Cl)cc2)c1	-11	0.43	-3	3	-7	1.8	-1	-19[20 µM]	-4
COc1cc(CN2CCN(c3cccc(C)c3C)CC2)cc([N+](=O)[O-])c1O	4	-0.84	-8	5	-4	0.3	-3	-11	-2
CCOC(=O)C1CCCN(C(=O)C2CCN(c3nnc(-n4cccc4)s3)CC2)C1 (centres undefined)	4	-0.42	15	-1	-1	-0.9	-2	4	4
CCCC(=O)C1=C(N(C)c2ccccc2)CC(C)(C)C(C(=O)OC)C1=O (centres undefined)	-17	1.8	-12	3	-11	-0.3	-2	-12[20 µM]	-6

Screening results deposited in PubChem BioAssay by several laboratories.
